FUS suppressor – qHTS for Suppressors of FUS Proteinopathy: Primary screen using FUS-linked yeast assay; S. cerevisiae FUS-expressing, growth rescue, OD600, 24 h; Potency, µM (series often up to 76.6 µM), for the others: at the highest dose growth rescue (activation), usual class: activators; 390,000 compounds, 0.24% hits;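 note: potency is the fitted concentration of half-maximal effect; plate controls were DMSO vehicle for no effect and reference control for full effect; nearly all actives have a fitted effect of over 55% in size; some results filed as inactive show a strong effect at the top dose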
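Compound concentration series was pinned onto galactose-induced FUS-expressing yeast seeded at OD 0.005. Plates sat 24hr at 30C; absorbance at 600 nm gave growth. DMSO served as background control.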
IL-2 act – qHTS of IL-2 Activators. activation, % (series mostly up to about 46 µM). IL-2 activation reporter assay, cell-based qHTS; stimulated with anti-CD3/CD4/CD28 beads; in transgenic mouse T cells. 360,000 compounds, 0.065% hits. AID 652025, 2013; in the data active = activation above about 50%; inconclusive = mostly about 30% to 49%; note: 0% is about no effect
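Unstimulated transgenic mouse T cells; 60-min compound exposure; bead-based TCR/CD4/CD28 stimulation; 18 h culture, 37 degrees C; dual fluorescence (EGFP, DsRed) plate cytometry.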
PLK1 PBD block – qHTS for Inhibitors of PLK1-PDB (polo-like kinase 1 - polo-box domain): Primary Screen. Serine/threonine-protein kinase PLK1 (Homo sapiens), P53350. Plk1 PBD binding of FITC phosphopeptide, fluorescence polarization. Potency, µM, without a hit: max response, negative = inhibition, most hits filed as inhibitors. 360,000 compounds, 2.8% hits. AID 720504, 2013; note: potency is the fitted concentration of half-maximal effect; series mostly up to about 57 µM; % is set by controls: 0 for no effect and ±100 for the full control effect; nearly all actives have a fitted effect of over 65% in size
Target sequence (P53350 whole entry, looked up, the tested form may be a part): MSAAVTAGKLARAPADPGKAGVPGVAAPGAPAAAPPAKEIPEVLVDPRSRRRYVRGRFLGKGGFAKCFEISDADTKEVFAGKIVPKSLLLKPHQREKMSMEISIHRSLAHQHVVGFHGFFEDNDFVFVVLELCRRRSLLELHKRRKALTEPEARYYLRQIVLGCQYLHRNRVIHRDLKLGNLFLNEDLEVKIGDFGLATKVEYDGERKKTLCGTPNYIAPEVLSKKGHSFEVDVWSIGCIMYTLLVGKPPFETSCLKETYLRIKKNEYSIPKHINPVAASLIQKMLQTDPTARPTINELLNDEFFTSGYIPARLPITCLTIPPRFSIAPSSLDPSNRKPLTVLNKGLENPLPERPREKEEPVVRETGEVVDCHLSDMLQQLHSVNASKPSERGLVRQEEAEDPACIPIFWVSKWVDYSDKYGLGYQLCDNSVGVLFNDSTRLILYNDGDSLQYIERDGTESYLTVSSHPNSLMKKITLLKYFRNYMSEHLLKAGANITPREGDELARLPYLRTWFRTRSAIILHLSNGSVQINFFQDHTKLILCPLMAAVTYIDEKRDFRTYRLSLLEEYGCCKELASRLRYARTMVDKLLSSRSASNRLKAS
EPAC1 agonist – qHTS for Agonist of cAMP-regulated guanine nucleotide exchange factor 3 (EPAC1): primary screen; Rap guanine nucleotide exchange factor 3 (Homo sapiens), O95398; Potency, µM (doses to about 154 µM), inactives show top-dose activation, most hits filed as activators; EPAC1 agonist qHTS, biochemical assay; response scale: 100% = response to 6.5 mM cAMP; AID 720707, 2013; 360,000 compounds, 0.073% hits; note: potency is the fitted concentration of half-maximal effect; nearly all actives have a fitted effect of over 60% in size
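Read-out is the fluorescence drop as BODIPY-GDP leaves Rap1B (480 nm excitation, 540 nm emission), recorded every 5 minutes over 30 minutes. Reactions held 100 nM EPAC1, 250 nM Rap1B–BODIPY-GDP and 50 uM GDP, with 6.5 mM cAMP setting full activation.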
Abeta yeast res – qHTS for compounds that reverse cellular toxicity of Amyloid beta (A-beta) peptide in yeast: Primary Screen; yeast expressing A-beta42, growth rescue, OD600, 48 h; response scale: 0% DMSO, 100% iron-clioquinol control; Potency, µM (titrated, usually from 46.1 µM), inactives show at the top dose growth rescue, usual class: activators; 410,000 compounds, 0.063% hits; note: potency is the fitted concentration of half-maximal effect; nearly all actives have a fitted effect of over 55% in size
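Yeast growth medium received pinned compounds, then yeast cells expressing toxic A-beta were added; plates incubated at 30 C for 48 hr. Growth read as absorbance at 600 nm, normalized to DMSO and equimolar FeCl3 plus clioquinol controls.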
EPAC1 antagonist – qHTS for Antagonist of cAMP-regulated guanine nucleotide exchange factor 3 (EPAC1): primary screen. Rap guanine nucleotide exchange factor 3 (Homo sapiens), O95398. EPAC1 GEF assay, Rap1b-BODIPY-GDP exchange fluorescence. Potency, µM (highest dose often 115 µM), for the others: at the highest dose activity change, negative = inhibition, actives largely listed as inhibitors. 360,000 compounds, 0.14% hits;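 note: potency is the fitted concentration of half-maximal effect; plate controls were vehicle for no effect and positive control for full effect; nearly all actives have a fitted effect of over 50% in size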
PI5P4K alpha inh – qHTS for Inhibitors of phosphatidylinositol 5-phosphate 4-kinase (PI5P4K). 330,000 compounds, 1.2% hits. AID 652105, 2013. Phosphatidylinositol 5-phosphate 4-kinase type-2 alpha (Homo sapiens), P48426. PI5P4Kalpha enzyme, ADP-Glo luminescence, 60 min; hits give low values. max response, %; active = max response of -50% or lower; inconclusive = between -30% and -50%; inactive = -30% or higher; note: value at the top dose of about 77 µM; % is set by controls: 0 for no effect and ±100 for the full control effect
Target sequence (P48426 whole entry, looked up): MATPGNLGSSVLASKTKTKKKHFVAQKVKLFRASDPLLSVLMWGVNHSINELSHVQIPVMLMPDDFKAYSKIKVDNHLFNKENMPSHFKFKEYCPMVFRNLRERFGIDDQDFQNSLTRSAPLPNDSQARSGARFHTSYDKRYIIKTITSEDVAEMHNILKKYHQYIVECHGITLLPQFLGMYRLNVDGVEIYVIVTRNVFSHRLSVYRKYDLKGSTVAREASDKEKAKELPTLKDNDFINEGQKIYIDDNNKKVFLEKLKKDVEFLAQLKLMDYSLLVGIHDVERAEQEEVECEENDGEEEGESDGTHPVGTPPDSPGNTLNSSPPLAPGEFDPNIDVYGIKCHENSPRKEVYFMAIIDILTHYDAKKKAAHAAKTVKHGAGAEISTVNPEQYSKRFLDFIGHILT
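Quantitative HTS of the MLSMR library against PI5P4Kalpha with substrate. ATP added last at 5 microM final; room temperature, 60 minutes. Remaining ATP depleted, ADP converted and read as luminescence.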
WRN inhibitor – qHTS for Inhibitors of WRN Helicase | Bifunctional 3'-5' exonuclease/ATP-dependent helicase WRN (Homo sapiens), Q14191 | Potency, µM (highest dose often 114 µM), inactives show at the highest dose activity change, negative = inhibition, hits mostly inhibitors | AID 651768, 2012 | 360,000 compounds, 0.46% hits | WRN helicase unwinding, fluorescent forked duplex, kinetic; note: potency is the fitted concentration of half-maximal effect; % is set by controls: 0 for no effect and ±100 for the full control effect; nearly all actives have a fitted effect of over 55% in size
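Primary qHTS, 1536-well format. 20 nM WRN + compound, 15 min RT; start with 100 nM forked fluorophore/quencher duplex, 2 mM ATP (final); kinetic read ex 525/em 598 nm.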
The depositor's hits bear a star; ? = inconclusive; . = no result given; & = joins results of further samples; [ ] = remark or other dose. Unless noted, calls come from the whole dose curve; as a rule, active = well fitted curve in the direction sought with a large enough effect; inconclusive = small, poorly fitted or top-dose-only effect, or another doubt; inactive = no such curve, though single readings can be large; an effect the other way counts as inactive or inconclusive.

SMILES	FUS suppressor	IL-2 act	PLK1 PBD block	EPAC1 agonist	Abeta yeast res	EPAC1 antagonist	PI5P4K alpha inh	WRN inhibitor
O=S(=O)(/N=S1/CC=CCN1S(=O)(=O)c1ccccc1)c1ccccc1 (stereo not given)	6%	-0.8	1.5µM*	11%	-11%	-4%	?	45µM*
O=C(CC1SC(N2CCCCC2)=NC1=O)Nc1cccc(C(=O)N2CCCC(C(F)(F)F)C2)c1 (stereo not given)	4%	-0.6	5%	-4%	0%	0%	-1	-2%
COc1ccccc1OCCCN1C(=O)C(=O)c2cccc(C)c21	-19%	-1.2	-17%	-4%	20%	-29%	1	0%
CCC(=O)Nc1ccc(Cl)c(NC(=O)c2cccc(OC)c2)c1	2%	0.5	-11%	-9%	5%	5%	4	2%
O=S(=O)(c1cccs1)N1CCC2(CC1)OCCN2S(=O)(=O)c1ccccc1	0%	-3.6	-1%	3%	0%	2%	-3	-3%
CCC1(C)NC(=O)N(CC(=O)Nc2cc(C)on2)C1=O (stereo not given)	-21%	-0.6	-24%	1%	-13%	-26%	1	5%
CC(C)c1ccc(NC(=O)C(c2ccccc2)N2CCN(C(=O)c3ccco3)CC2)cc1 (stereo not given)	32%	-0.3	-5%	7%	12%	1%	1	-10%
c1ccc(C2CNCc3c2ccc2ccccc32)cc1 (stereo not given)	-3%	0.6	-1%	-5%	6%	13%	-3	9%
CNS(=O)(=O)c1cccc(C(=O)OCC(=O)c2ccc3c(c2)OCCO3)c1	20%	-3.3	-24%	11%	8%	-16%	-19	-12%
O=C(NCC(=O)N1CC=C(c2ccccc2)CC1)c1ccco1	-3%	-4.2	-3%	-3%	-9%	-2%	8	-3%
O=C(Nc1ccccc1)N1CCCC(CNS(=O)(=O)Cc2ccccc2)C1 (stereo not given)	4%	-0.8	1%	13%	1%	-22%	1	-10%
CC(C)C[C@@H](CN1CCC[C@H]1CN1C(=O)C(=O)NC[C@@H]1Cc1ccccc1)N1C[C@H](Cc2ccccc2)N(CC2CCCCC2)C(=O)C1=O	27%	-0.8	-7%	3%	-12%	-1%	-3	-8%
COC(=O)c1c(C#N)c(N)nc2c1CCC2	-4%	0.1	-1%	10%	?	-21%	3	-5%
c1ccc(CNc2ncnc3c2ncn3C2CCCCO2)cc1 (stereo not given)	-4%	1.3	1%	-2%	3%	0%	.	-12%[57.1 µM]
Cn1cc(Br)c(C(=O)N/N=C/c2cccc(OC3CSC3)c2)n1	.	0.1	-10%	6%	0%	-4%	-10	7%
Oc1ccc(C2=Nn3c(nnc3-c3ccco3)SC2)cc1O	-11%	0.3	?	-1%	18%	45µM*	?	11µM*
O=C(Cn1cnc2c(OCc3ccccc3)ncnc21)NCCCn1ccnc1	-22%	0.7	-13%	-11%	-7%	8%	1	-8%
O=C(NCCN1CCOCC1)c1c(O)nc2ccccn2c1=O	-19%	-0.8	2%	-6%	-6%	-9%	7	-1%
N=c1c(C(=O)NC2CCCC2)cc2c(=O)n3ccccc3nc2n1CCCN1CCOCC1	20%	1.0	-1%	7%	-20%	-1%	5	-6%
CN(C)CCCOc1ccc(Cl)cc1Br	29%	-3.7	-5%	8%	-18%	8%	.	13%
CC(C)COP(=O)(c1ccc(N(C)C)cc1)C(Nc1ccccc1)c1cccnc1 (stereo not given)	.	-0.2	6%	-13%	19%	-24%	5	-3%
CC1=CC2CC1C1C(=O)N(c3ccc(S(=O)(=O)Nc4nc(C)cc(C)n4)cc3)C(=O)C21 (stereo not given)	19%	-3.4	-11%	6%	-6%	-12%	2	-7%
Cc1ccsc1/C=N/n1c(COc2ccccc2)n[nH]c1=S	-15%	-0.7	?	2%	19%	-2%	0	-2%
Cc1cc(C)cc(NC(=O)N2CCN(Cc3ccc4c(c3)OCO4)CC2)c1	10%	0.6	-2%	-14%	4%	-9%	0	-1%
Cc1cc(-c2nn(-c3ccccc3F)cc2CN2CCC(O)CC2)c(C)s1	-2%	-0.2	-11%	4%	0%	-11%	-2	-2%
Cc1[nH]c2ccccc2c1C(=O)C(C)OC(=O)c1ccc(NC(=O)CC#N)cc1 (stereo not given)	?	-2.3	20%	-7%	7%	9%	-11	3%
Fc1cccc(Cl)c1Cn1nnc2c(-n3ccnc3)ncnc21	2%	0.9	-7%	1%	-19%	-9%	-6	-4%
CCCCN(C(=O)CSc1nnnn1C)C1CCS(=O)(=O)C1 (stereo not given)	-9%	0.1	-9%	5%	0%	-11%	4	13%
COc1ccc(OCCOC(=O)c2ccc(-n3cnnn3)cc2)cc1	-3%	0.8	4%	-1%	-4%	12%	-2	5%
Cn1nc(C(F)(F)F)c(/C=N/OC(=O)c2ccccc2)c1Sc1ccc(Cl)cc1	9%	-0.1	-5%	-4%	-2%	-8%	21	2%
Clc1ccc(-n2nnnc2-c2ccno2)cc1	-10%	-0.6	-5%	11%	-6%	12%	-4	-2%
O=C(Nc1ccc(Cl)cc1)N1CCOCC1	8%	1.1	-8%	9%	9%	-5%	11	-32%
O=C1C(=Cc2ccccn2)CCc2ccccc21	-6%	-4.0	-1%	1%	-70%[inhibitor]	-11%	-16	-3%
Cc1cccc(C(=O)OC(C)CN2CCN(C)CC2)c1 (stereo not given)	6%	0.0	-14%	1%	12%	1%	3	-4%
O=C(Nc1ccccc1N1CCCC1)C1CCN(S(=O)(=O)c2ccccc2)CC1	3%	-0.6	1%	8%	9%	0%	-3	1%
Cc1cccc(N(C(=O)c2nsc(Cl)c2Cl)C(C(=O)NC2CCCC2)c2ccc(O)cc2)c1C (stereo not given)	?	-0.5	-15%	6%	24%	-15%	-11	-3%
CS(=O)(=O)Nc1ccc(N2CCN(c3ccc(C(F)(F)F)cn3)CC2)nc1	-11%	0.6	2%	-3%	-4%	12%	0	-26%
CC(C)C(=O)NC(=S)Nc1ccccc1F	2%	-0.8	-5%	0%	42%	17%	10	11%
Cn1cnc(C(=O)NC2CCN(C(=O)OC(C)(C)C)CC2)c1C(=O)NC1CCN(C(=O)OC(C)(C)C)CC1	-32%	1.0	4%	-18%	2%	3%	-3	6%
CC(NC(=O)C1CCN(S(=O)(=O)c2ccc3nc4c(c(C(=O)O)c3c2)CCCC4)CC1)c1ccccc1 (stereo not given)	42%&19%	-2.6	-9%	-1%	3%&-21%	9%	-2	-8%

In the list so far, these contain an aryl thioether with sulfur outside any ring.
SMILES	FUS suppressor	IL-2 act	PLK1 PBD block	EPAC1 agonist	Abeta yeast res	EPAC1 antagonist	PI5P4K alpha inh	WRN inhibitor
CCCCN(C(=O)CSc1nnnn1C)C1CCS(=O)(=O)C1 (stereo not given)	-9%	0.1	-9%	5%	0%	-11%	4	13%
Cn1nc(C(F)(F)F)c(/C=N/OC(=O)c2ccccc2)c1Sc1ccc(Cl)cc1	9%	-0.1	-5%	-4%	-2%	-8%	21	2%

Going on with the list:
SMILES	FUS suppressor	IL-2 act	PLK1 PBD block	EPAC1 agonist	Abeta yeast res	EPAC1 antagonist	PI5P4K alpha inh	WRN inhibitor
OCC1OC(n2nc3ccccc3n2)C(O)C(O)C1O (stereo not given)	-25%	-0.9	-8%	0%	-4%	21%	.	4%[57.1 µM]
CCCCOC(=O)Cn1c(=O)oc2ccc(C)cc21	-10%	-3.6	-2%	-8%	-13%	1%	-8	6%
COc1cccc(-c2nc(=S)c3c(n2CCCO)CCCC3)c1	6%	-0.9	-18%	4%	5%	-8%	.	-13%
CCN(CCO)Cc1csc2ccc(C(C)(C)C)cc12	.	-3.7	4%	-6%	8%	-17%	4	-15%
Cc1cccc(N(CC(=O)NCCc2ccccc2)C(=O)CCC(=O)Nc2ccccn2)c1C	10%	-2.1	-10%	-5%	-17%	-25%	2	16%
COc1cccc(CNn2cnnc2)c1O	-19%	-1.2	-12%	6%	2%	-1%	-4	2%
COc1ccc(C(=O)COC(=O)CCn2nnc(-c3cccc(O)c3OC)n2)cc1	-11%	-0.9	-4%	1%	-16%	15%	.	1%
S=c1[nH]c2ccc(Cl)cc2s1	-4%	-2.2	?	11%	0%	-18%	-75*	-2%
CCOC(=O)/C=C1\SCC(=O)N1CCOc1cccc(Br)c1	17%	0.5	-1%	16%	6%	-2%	2	-12%
N#C/C(=C/c1ccc(Oc2ccc([N+](=O)[O-])cn2)cc1)C(=O)N1CCOCC1	32%	1.1	-8%	7%	?	21%	-16	-33%[57.1 µM]
Oc1ccc(/C=N/n2cc(-c3ccccc3)[nH]c2=S)cc1	11%	-0.3	-13%	14%	?	-2%	-23	-14%
C=CCSc1nc(Oc2ccccc2)c2sccc2n1	4%	0.8	-3%	14%	15%	-6%	5	-10%
CCOC(=O)C1CCN(c2c(NCCN(CC)c3ccccc3)c(=O)c2=O)CC1	-9%	-0.3	3%	-1%	6%	-1%	1	-4%
COc1ccc(NC(=O)c2cccnc2)c(OC)c1	8%	-0.6	-5%	4%	3%	2%	.	-4%
CCN(C(=O)CSc1nc2n[nH]c(C)c2c(=N)n1-c1ccc(Cl)c(C)c1)c1cccc(C)c1	-11%	-1.0	2%	-13%	6%	-23%	-4	-7%
O=C(NS(=O)(=O)NC1CCCCC1)C1=C(N2CCCC2)COC1=O	-19%	0.6	-7%	-21%	-14%	-5%	3	0%
CCCC(=O)Nc1nnc(SCC(=O)N2CCCCC2)s1	-3%	9.8	?	-3%	1%	1%	-16	-3%
COc1ccc(OC)c(S(=O)(=O)N2CCN(C)CC2)c1	6%	-0.9	-2%	-3%	6%	14%	.	10%
CN(C)CCN=Cc1c(O)n(Cc2ccc3c(c2)OCO3)c(=O)c2ccccc12	13%	3.1	-11%	5%	-5%	-10%	-3	1%
Cc1cc(C)cc(NC(=O)CSCc2nc3c(nnn3Cc3ccc(F)cc3)c(=O)[nH]2)c1	22%	-2.8	-7%	-5%	2%	-7%	.	-28%[57.1 µM]
Cc1c(C(=O)Nc2ccc(Cl)cc2)c2ccccn2c1CCc1ccncc1	27%	-0.8	-10%	13%	7%	0%	2	-7%
